CHRM4 antagonist = human M4 muscarinic receptor antagonists, primary screen, CHO cells, Fluo-8 calcium fluorescence | CHO-hM4 cells, ACh EC80 | 360,000 compounds, 0.73% hits | Muscarinic acetylcholine receptor M4 (Homo sapiens), P08173 | inhibition, % at 3 µM;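 active = inhibition above its plate's cutoff, the mean inhibition of sample wells plus 3 SD, cut at about 27% in these data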;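 also: 0% = acetylcholine EC80 with DMSO and 100% = DMSO without agonist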
CHRM4 agonist = human M4 muscarinic receptor agonists, primary screen, CHO-K1 cells, Fluo-8 calcium fluorescence | Muscarinic acetylcholine receptor M4 (Homo sapiens), P08173 | CHO-K1 hM4/Gqi5; vehicle 0%, full acetylcholine response 100% | activation, % at 3 µM | 360,000 compounds, 0.14% hits | AID 624127, 2012;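 active = activation above the run mean over all test wells plus 3 SD, cut at about 32% in these data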;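 also: peak over basal fluorescence ratio per well then scaled between controls; 0% = DMSO wells and 100% = acetylcholine at EC100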
CHRM1 PAM = human M1 muscarinic receptor positive allosteric modulators, primary screen, CHO-K1 cells, Fluo-8 calcium fluorescence, 1536-well; Muscarinic acetylcholine receptor M1 (Homo sapiens), P11229; CHO-K1 hM1, ACh EC20; 0% = ACh EC20, 100% = maximal ACh; activation, % at 3 µM; 360,000 compounds, 0.088% hits; AID 588819, 2011; in the data active = activation above about 19%, passing the limit was not always enough
Target sequence (P11229 whole entry, looked up): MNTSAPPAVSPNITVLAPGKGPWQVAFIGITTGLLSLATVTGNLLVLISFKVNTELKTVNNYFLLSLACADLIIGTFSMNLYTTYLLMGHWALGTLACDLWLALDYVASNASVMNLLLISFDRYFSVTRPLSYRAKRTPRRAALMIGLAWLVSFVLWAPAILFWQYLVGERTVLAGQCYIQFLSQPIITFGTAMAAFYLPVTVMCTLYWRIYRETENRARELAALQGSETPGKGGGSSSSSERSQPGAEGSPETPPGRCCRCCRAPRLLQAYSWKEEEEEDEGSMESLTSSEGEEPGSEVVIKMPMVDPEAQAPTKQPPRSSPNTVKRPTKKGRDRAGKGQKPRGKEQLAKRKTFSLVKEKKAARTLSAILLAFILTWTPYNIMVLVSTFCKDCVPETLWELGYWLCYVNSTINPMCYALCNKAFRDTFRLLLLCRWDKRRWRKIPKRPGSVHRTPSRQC
TAAR1 ag = human TAAR1 agonists, primary screen, Fluo-8 calcium fluorescence, CHO RD-HGA16 cells; 360,000 compounds, 0.99% hits; activation, % at 3 µM; vehicle wells 0%, saturating PEA agonist 100%;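 active = activation above the mean activation of all test compounds in the run plus 3 SD, cut at about 38% in these data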
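Assay system: CHO-derived RD-HGA16 cells with stable Gα16 and human TAAR1; timing: 17-24 h seeding, 75 min 37 °C dye, 30 min RT; read-out: % activation from peak over basal fluorescence ratio, DMSO-to-PEA scaled; measured by: kinetic Fluo-8 calcium fluorescence; benchmarks: low control DMSO, high control PEA (EC100); doses: 3 µM single concentration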
M5 PAM = human M5 muscarinic receptor positive allosteric modulators, primary screen, CHO-K1 cells, Fluo-8 calcium fluorescence. Muscarinic acetylcholine receptor M5 (Homo sapiens), P08912. CHO-K1 hM5, ACh EC20 PAM; 0% = ACh EC20, 100% = ACh EC100. activation, % at 3 µM. 360,000 compounds, 0.3% hits. AID 624038, 2012;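 active = activation above the run cutoff, the mean activation of all test compounds plus 3 SD, cut at about 18% in these data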
Target sequence (P08912 whole entry, looked up): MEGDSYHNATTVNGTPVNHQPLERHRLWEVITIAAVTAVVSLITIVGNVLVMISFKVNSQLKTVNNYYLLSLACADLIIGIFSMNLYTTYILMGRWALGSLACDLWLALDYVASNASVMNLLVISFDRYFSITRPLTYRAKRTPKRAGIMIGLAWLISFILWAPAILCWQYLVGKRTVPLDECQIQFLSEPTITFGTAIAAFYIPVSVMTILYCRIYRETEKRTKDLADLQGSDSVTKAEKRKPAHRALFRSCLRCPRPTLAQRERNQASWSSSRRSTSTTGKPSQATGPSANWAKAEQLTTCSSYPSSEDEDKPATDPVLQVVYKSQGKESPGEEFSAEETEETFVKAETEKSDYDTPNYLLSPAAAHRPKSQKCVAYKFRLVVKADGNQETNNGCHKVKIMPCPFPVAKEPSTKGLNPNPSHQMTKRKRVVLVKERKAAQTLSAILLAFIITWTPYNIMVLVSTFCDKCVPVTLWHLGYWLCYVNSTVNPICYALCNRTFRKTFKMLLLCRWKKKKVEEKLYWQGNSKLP
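Assay system: CHO-K1 hM5 cells / Incubation: Fluo-8 loading 80 min at 37 °C plus 30 min room temperature / Technique: Fluo-8 calcium dye fluorescence, kinetic read / Repeats: single replicate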
CHRM5 antagonist = human M5 muscarinic receptor antagonists, primary screen, CHO cells, Fluo-8 calcium fluorescence; Muscarinic acetylcholine receptor M5 (Homo sapiens), P08912; CHO-hM5 cells, ACh EC80; inhibition, % at 3 µM; 360,000 compounds, 0.59% hits; AID 624040, 2012;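 active = inhibition above a per-plate cutoff, the mean of that plate's test compounds plus 3 SD, cut at about 27% in these data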;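 also: 0% = acetylcholine EC80 with DMSO and 100% = DMSO without agonist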
M1 antag = human M1 muscarinic receptor antagonists, primary screen, CHO-K1 cells, Fluo-8 calcium fluorescence, 1536-well; AID 588852, 2011; inhibition, % at 3 µM; 360,000 compounds, 1.3% hits; CHO-K1 hM1, ACh EC80 antagonist;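 active = percent inhibition above its own plate's cutoff, namely the mean of that plate's compound wells plus 3 SD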;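 also: peak over basal fluorescence ratio during 140 s after agonist addition; 0% = ACh EC80 plus DMSO and 100% = DMSO alone without agonist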
M5 ag = human M5 muscarinic receptor agonists, primary screen, CHO-K1 cells, Fluo-8 calcium fluorescence; Muscarinic acetylcholine receptor M5 (Homo sapiens), P08912; CHO-K1 hM5 cells; 0% DMSO wells, 100% maximal acetylcholine response; activation, % at 3 µM; 360,000 compounds, 0.19% hits; AID 624037, 2012;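 active = activation above the run's mean over test compounds plus 3 SD, cut at about 23% in these data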;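 also: signal is peak over basal fluorescence ratio across the kinetic read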
CHRM1 agonist = human M1 muscarinic receptor agonists, primary screen, Fluo-8 calcium fluorescence, CHO-K1 cells, HTS. CHO-K1 hM1, agonist mode; 0% DMSO, 100% acetylcholine EC100. activation, % at 3 µM. 360,000 compounds, 0.33% hits;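 active = activation above the run's mean compound activation plus 3 SD, cut at about 16% in these data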;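 also: peak over basal fluorescence ratio within a 140 s kinetic read after compound addition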
The depositor's hits bear a star; x = not tested or not shown. An excerpt, so the mix of outcomes need not match the whole.

SMILES	CHRM4 antagonist	CHRM4 agonist	CHRM1 PAM	TAAR1 ag	M5 PAM	CHRM5 antagonist	M1 antag	M5 ag	CHRM1 agonist
CC(=O)c1ccc(NC(=O)C(C)Oc2ccc(N(C)S(=O)(=O)c3ccc(C)cc3)cc2)cc1 (stereo unspecified)	9	14	-10	7	-30	5	8	6	1
Cc1noc(NS(=O)(=O)c2ccc(NC(=O)c3cc(F)c(F)c(F)c3F)cc2)c1C	-5	2	12	1	7	-1	-17	-3	-4
CCOC(=O)c1nnn(CC(=O)Nc2cccc(F)c2)c1C(=O)OCC	4	2	5	6	7	9	-2	-2	-2
Oc1ccc2ccccc2c1N=Nc1ccccc1F	-1	0	8	-3	10	2	-15	-2	-3
CCC(=O)N(C)C[C@H]1Oc2ncc(C#Cc3cccnc3)cc2C(=O)N([C@@H](C)CO)C[C@@H]1C	-5	1	9	5	7	-18	-15	3	0
CC(O)C(=O)NCCOCCOCCNC(=O)C(C)O (stereo unspecified)	-5	1	1	-1	-5	5	-1	-1	-2
S=C1SCN(CCN2CCOCC2)CN1Cc1ccccc1	12	0	-7	9	-6	9	10	-3	-2
COc1ccc(OCC(=O)N2CCN(C(=O)Cc3ccccc3)CC2)cc1	19	1	7	7	0	0	-9	0	-5
COCCCn1[nH]c2c3c(ccc2c1=O)C(=O)c1ccccc1C3=O	3	1	6	2	7	-5	-4	-2	-5
Cc1cc2cc3c(cc2nc1SCC(=O)N1CCN(C(=O)c2ccco2)CC1)OCO3	-3	1	6	10	1	-6	-8	2	-6
COC(=O)C1=NN(c2cccc(C)c2)C2C(=O)N(c3ccccc3OC)C(=O)C12 (stereo unspecified)	1	5	15	6	1	2	-14	0	-4
Cc1ccc([N+](=O)[O-])c2cccnc12	1	1	5	2	1	0	-1	-4	-2
COc1ccccc1NS(=O)(=O)c1ccc(NC(=O)c2[nH]nc(OC)c2[N+](=O)[O-])cc1	-29	5	4	2	1	-5	0	3	-2
COc1ccc(CCC(=O)N2CCN(C3CCCCC3)CC2)cc1	0	0	6	1	3	-2	-8	-7	-8
O=C(CN(Cc1ccccc1)S(=O)(=O)c1ccc(Br)cc1)N/N=C/c1ccccc1C(=O)O	-2	-1	10	1	10	5	-28	-10	-6
CSc1ccccc1OCc1cc(C(=O)N2CCN(C)C(c3ccccc3)C2)no1 (stereo unspecified)	-3	1	2	1	-5	10	-1	-1	-3
O=C(CN1C(=O)C2C3C=CC(C3)C2C1=O)Nc1ccc(S(=O)(=O)N2CCCCC2)cc1 (stereo unspecified)	1	5	7	3	-1	2	-8	0	-6
Cc1c(C)n(CC(O)CNc2ccccc2)c2ccccc12 (stereo unspecified)	2	2	4	6	1	-4	-6	-4	-5
CC12CCC(C(=O)Nc3ccccc3Cl)([C@H](Br)C1=O)C2(C)C (stereo partly specified)	-6	17	-4	-2	-18	8	12	5	-3
CCOC(=O)c1c(-c2ccco2)csc1N	9	-1	6	12	7	0	-6	-4	-6

Part of the list above, limited to CHRM4 agonist, CHRM1 agonist and M5 ag:
| structure | CHRM4 agonist | CHRM1 agonist | M5 ag |
| --- | --- | --- | --- |
| COc1ccc(CCC(=O)N2CCN(C3CCCCC3)CC2)cc1 | 0 | -8 | -7 |
| O=C(CN(Cc1ccccc1)S(=O)(=O)c1ccc(Br)cc1)N/N=C/c1ccccc1C(=O)O | -1 | -6 | -10 |
| CSc1ccccc1OCc1cc(C(=O)N2CCN(C)C(c3ccccc3)C2)no1 (stereo unspecified) | 1 | -3 | -1 |

Additional structures follow.
SMILES	CHRM4 antagonist	CHRM4 agonist	CHRM1 PAM	TAAR1 ag	M5 PAM	CHRM5 antagonist	M1 antag	M5 ag	CHRM1 agonist
O=C1CN(C(=O)COc2ccc(Br)cc2F)c2ccccc2N1	0	2	6	1	-2	4	-4	-2	-5
CCN1C(=O)[C@@H]2[C@H](C1=O)[C@@H]1C[C@H]3C(=O)N(CC)C(=O)[C@H]3[C@@H]3C1=C(C(=O)N1C(=O)OC(=NCC4CC4)[C@]31C)[C@@H]2C	0	-1	0	1	5	5	10	-1	-4
CC1CCCCC1NC(=O)CCCn1c(=S)[nH]c2ccsc2c1=O (stereo unspecified)	-4	2	3	5	-3	-9	0	-2	-1
O=[N+]([O-])c1ccc(CN2CCOCCOCCN(Cc3ccc([N+](=O)[O-])cc3)CCOCC2)cc1	6	5	-15	x	-8	-5	-8	-8	-12
Cc1cc(NC(=O)CSc2nncc(=O)n2N)no1	3	1	5	4	6	3	-4	-5	-5
CC1CCN(CCOc2cccc(Br)c2)CC1	8	1	-5	2	5	-6	9	-5	-9
CCN(CC(=O)NCc1ccc(Cl)cc1)C(=O)COc1ccc(Cl)cc1Br	-3	1	8	0	2	3	-5	-2	-3
Cc1n[nH]c(C)c1C(=O)CC1(O)C(=O)N(CCc2ccccc2)c2ccc(Br)cc21 (stereo unspecified)	8	9	5	7	2	3	5	3	-1
CC(C)C(=O)NCCc1nc(-c2ccc(Cl)cc2)no1	-7	4	6	3	2	-3	-6	4	-2
Cc1cc(C)c(NC2=CC(=O)CC(C)(C)C2)c(C#N)c1	-11	2	5	-1	0	-7	1	-3	-5
O=C(N/N=C/c1ccccc1O)C1CC(=O)N(c2ccc(F)cc2)C1 (stereo unspecified)	1	1	3	13	0	-5	4	-3	-9
O=C(CSCCS(=O)(=O)c1ccc(Cl)cc1)Nc1ccccc1	-3	5	-5	4	-2	9	-3	1	2
CN1CCN(CCCC(=O)c2ccc(F)cc2)CC1	-2	2	8	7	4	-5	-4	-7	-5
Cn1c2ccccc2c2c(=O)oc3ccccc3c21	-1	1	3	1	-3	-2	-11	-2	-5
CCc1ccc(S(=O)(=O)/N=C2\C=C(Nc3ccc(C(=O)O)cc3)C(=O)c3ccccc32)cc1	0	4	7	9	8	5	17	-2	4
CCC(=O)c1c(NC)cc(C)oc1=O	-3	1	-4	-1	1	4	12	0	-1
CCN(CC)C(=O)CSc1nsc(SCC(=O)N(CC)CC)c1C#N	4	0	-6	9	2	7	15	-2	-3
COc1ccc(/C=C2\SC(=S)N(N3CCOCC3)C2=O)c(OC)c1	5	1	7	4	11	1	-6	0	-2
CC(NCc1cccnc1)c1ccccc1 (stereo unspecified)	-6	1	18	-1	-2	-12	-12	0	0
COc1ccc(C2=CC(c3ccco3)n3ncnc3N2)cc1 (stereo unspecified)	3	3	1	x	-2	4	3	4	-5
Cc1cc(C)c2oc(-c3cccc(N)c3)nc2c1	-15	-2	4	4	-3	-6	-16	-2	-4
O=C(CSc1nnc(SCc2ccccc2)s1)NNC(=S)Nc1ccccc1	5	2	-7	6	-6	7	11	0	-2
O=S(=O)(Nc1cc(S(=O)(=O)N2CCOCC2)ccc1N1CCOCC1)c1ccc2c(c1)OCCO2	-1	1	9	0	-1	6	-6	-3	-2
Cc1c(Cl)cccc1S(=O)(=O)N1CCC(C(=O)NNC(=O)C2CC2)CC1	2	1	12	3	-7	3	-10	-2	-6
O=c1c2ccccc2oc2cc(C#CC3(O)CCCCC3)ccc12	12	10	-9	31	-23	9	14	-8	-5
Cc1ccc(C(=O)N2CCCC(C(=O)c3ccc(Oc4ccccc4)cc3)C2)cn1 (stereo unspecified)	3	7	-1	2	-12	18	-9	-1	-13
O=c1ccn2c(n1)SC(c1ccccc1)C2 (stereo unspecified)	-7	0	11	1	-1	-7	-16	1	-1
O=C(CN1CCOc2ccccc21)NCc1ccco1	0	1	3	1	0	-1	-9	0	-7
COc1cccc(NC(=S)N2CCC(N(C)CC3CCCO3)CC2)c1 (stereo unspecified)	-8	1	8	1	-7	-5	-10	-6	-13
O=C(COC(=O)c1ccccc1SCC(=O)N1CCCC1)Nc1ccccc1OC(F)F	2	21	-7	15	-31	16	16	0	-2
COCc1cc(C)nc(SCc2ccc(Cl)cc2)c1C#N	-1	-1	4	1	5	-11	-8	-2	-5
O=C(Cc1ccc(NC(=O)C2CCCN(C(=O)CCc3ccccc3)C2)cc1)Nc1cccc(C(=O)N2CCCCC2)c1 (stereo unspecified)	-12	1	2	1	4	-4	-2	-3	-7
COc1cc(C(=O)Nc2ccccc2NC(=O)c2cc(OC)c(OC)c(OC)c2)cc(OC)c1OC	5	6	7	1	-9	10	-9	0	-1
CN(C)S(=O)(=O)c1ccc2nnn(O)c2c1	-13	0	5	3	4	-9	-12	0	-1
O=C(CN1C(=O)C(=O)N(C2CCCC2)C1=O)Nc1ccc(F)cc1F	-8	2	4	1	2	1	-1	5	4
CC1(C)CC(=O)C=C(C(=O)N2CCCC(C(=O)c3cc(F)ccc3F)C2)O1 (stereo unspecified)	-24	3	6	6	-5	-4	-14	-1	-2
COc1ccc(OC)c(CCNC(=O)c2ccc(CS(=O)(=O)c3ccc(Br)cc3)o2)c1	7	11	-4	15	-13	6	-17	5	5
COc1ccc(CC(=O)NC(c2ccccc2)c2ccc(C)cc2)c(OC)c1 (stereo unspecified)	6	-2	-2	-1	2	1	-2	-5	-4
OCCNC(=S)NCCc1ccccc1	3	1	-2	14	7	-9	6	-3	-6
O=C(NCc1ccccc1)C1C(=O)Nc2ccccc2C(=O)N1Cc1ccccc1 (stereo unspecified)	3	8	x	3	-1	4	x	3	x
O=C(NC12CC3CC(CC(C3)C1)C2)N1CCN(S(=O)(=O)c2ccc(Cl)cc2)CC1	0	0	8	13	1	-1	-7	-3	-4
O=C(COC(=O)c1cccs1)c1ccccc1	-1	-1	12	5	3	-1	-7	-4	-5
CCCCC(=O)Nc1c(-c2ccc(OC)c(OC)c2)c(=O)c2ccccc2n1C	-10	0	8	3	0	8	-5	-2	-5
CN(C(=O)COC(=O)/C=C/c1ccc(C(F)(F)F)cc1)C1CCS(=O)(=O)C1 (stereo unspecified)	5	4	-8	2	-2	8	20	1	1
O=C(CN1C(=O)c2ccccc2C1=O)OC(C(=O)c1ccc(Cl)cc1)c1ccccc1 (stereo unspecified)	6	-1	4	2	-7	4	-10	-5	-6
CCOC(=O)COc1c(C(=O)OC)sc2ncccc12	-4	1	8	-1	-2	9	-4	0	-5

Screening results (PubChem)
